Assay outcomes as filed in PubChem.
BL2 CD40 inh: inhibitors of CD40-induced NF-kB signaling, primary screen, BL2 cells, luciferase reporter, single point; CD40L-induced, 4 h; inhibition, % at 10 µM; hit rate 0.94% among 83,000; AID 1053188, 2014;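 active = mean inhibition of at least 50% with a set share of replicates also reaching that level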;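 note: 0% = neutral control wells and 100% = IKK inhibitor VII at 50 µM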
The depositor's hits bear a star; [ ] = dose if it differs, or a comment. These rows are one share of the data; rates above refer to the full screens.

SMILES	BL2 CD40 inh
CCCC#Cc1ccc([C@@H]2[C@@H](C#N)N(C(=O)C3CCCCC3)[C@H]2CO)cc1	6[25 µM]
CCOC(=O)c1sc(NC(=O)CSc2nc(C)cc(-c3ccccc3)n2)c(C#N)c1C	24
N#C[C@@H]1[C@@H](c2ccc(-c3ccccc3)cc2)[C@@H](CO)N1C(=O)Cc1ccccc1	5
CCOC(=O)c1sc(=S)n(-c2cc(F)ccc2F)c1N	8
CN(C)c1ccc2c(c1)[C@@H]1C[C@@H](CC(=O)NCCc3ccccc3)O[C@@H](CO)[C@@H]1O2	-11[25 µM]
CCOC(=O)c1[nH]c(C)c(C(=O)C(C)C)c1C	-45
O=[N+]([O-])c1cc(Cl)ccc1N1CCOCC1	3
COc1cc(OC)cc(-c2nc(=S)n3ccsc3n2)c1	0
CN1C[C@@H]2[C@H](c3ccccc31)[C@H](CO)N2C(=O)Nc1cccc(F)c1	11[25 µM]
Cc1ccccc1N1CC(C(=O)N2CC(C)CC(C)C2)CC1=O (stereo not drawn)	-3
O=[N+]([O-])c1ccc2c(c1)Cc1cc(F)ccc1-2	0
Cc1cc(C)n2nc(C(=O)OCC(=O)c3ccc(F)cc3)nc2n1	-20
O=C(COc1ncnc2ccc(Br)cc12)Nc1ccc(N2CCOCC2)cc1	1
Cc1ccc(CNC(=O)C2c3ccccc3C(=O)N3CCc4ccccc4C23)o1 (stereo not drawn)	10
O=C(NC[C@H]1N[C@H](CO)[C@@H]1c1ccc(C2=CCCC2)cc1)C1CCCCC1	-15[25 µM]
Cc1nc(Cl)c2c(n1)NC(=O)CO2	11
O=S(=O)(NC(=NC1CCCCC1)c1ccccc1)c1ccccc1	-4
CC(Sc1nnc(-c2ccncc2)n1C)C(=O)NCC1CCCO1 (stereo not drawn)	0
O=C(c1ccccc1F)N1C[C@@H]2[C@H](c3ccccc31)[C@H](CO)N2C(=O)c1cccnc1	-1[25 µM]
Cc1ccc(Cn2ccc(NC(=O)c3cc(C4CC4)on3)n2)cc1	-7
CCCNC(=O)[C@@H]1[C@@H](CO)[C@@H]2Cn3c(ccc(-c4cncnc4)c3=O)[C@H]1N2C(=O)Nc1ccccc1	5[25 µM]
COC(=O)c1cc(OC)c(OC)cc1N1C(=O)CCCC1=O	15
Cc1cc(C(=O)COc2cccc3cccnc23)c(C)n1C	-94
CN1C(=O)c2cc(NC(=O)c3cccc(F)c3)ccc2OC[C@@H]2O[C@H](CC(=O)NCC3CC3)CC[C@H]21	-3
CN1C(=O)c2cc(NS(=O)(=O)c3cccc(F)c3)ccc2OC[C@@H]2O[C@H](CC(=O)NCCN3CCCCC3)CC[C@H]21	-5[25 µM]
COc1ccccc1C#Cc1ccc([C@H]2[C@@H](CO)N(C(=O)C3CC3)[C@H]2C#N)cc1	10
CCn1c2ccccc2c2cc(NC(=O)c3cc(C)on3)ccc21	5
CNc1cc(OC)c(C(=O)NC2CCN(Cc3ccccc3)C2C)cc1Cl (stereo not drawn)	-3[25 µM]
COc1ccccc1NC(=O)N(C)C[C@H]1OCc2ccccc2-c2ccccc2C(=O)N([C@@H](C)CO)C[C@H]1C	-11
O=C(COC(=O)c1ccc[nH]c1=O)NC1CCCCCC1	-27
Cc1ccc(S(=O)(=O)Nc2cc(C(=O)NCCN(C)C)ccc2N2CCCC2)cc1	5
Cc1cc(SCC(=O)Nc2ccc3[nH]c(=O)[nH]c3c2)nc2ccccc12	8
CCSc1nnc(NC(=O)C2CC2c2ccccc2)s1 (stereo not drawn)	-2
CSCCC(NC(=O)c1ccccc1Br)C(=O)NCCCn1nc(C)cc1C (stereo not drawn)	-4
Cc1oc(S(=O)(=O)N2CCCCC2)cc1NC(=O)Nc1ccccc1	-1
CC1CC(C)(C)Nc2ccc(OC(=O)c3ccco3)cc21 (stereo not drawn)	68*
Cc1ccc(-c2nnc(OCc3nc4ccccc4n3C)c3ccccc23)cc1	-2
CCc1nc2ccc(C(=O)NCCC(C)C)cn2c1N(C)Cc1ccc(OC)cc1	2
COC(=O)CCN(C(=O)c1ccc(OC(C)=O)cc1)c1ccccn1	10
Cc1ncc([N+](=O)[O-])n1CCOC(=O)C12CC3CC(CC(C3)C1)C2	6
O=C(Nc1cccc(F)c1)N1C[C@@H]2[C@H](c3ccccc31)[C@H](CO)N2C(=O)Cc1ccccn1	0[25 µM]
O[C@@H]1C2CCCC1[C@]1(O)CCCCC1C2 (stereo partly drawn)	2
C[C@@H]1CN([C@@H](C)CO)C(=O)c2c(c3ccccc3n2C)-c2ccccc2CO[C@@H]1CN(C)S(=O)(=O)c1ccccc1	5
O=C(Nc1c(C(=O)N2CCOCC2)oc2ccccc12)c1ccccc1Cl	5
Cn1cc(CNC(=O)COc2ccc(Cl)cc2Cl)cn1	9
C[C@@H]1CN([C@H](C)CO)C(=O)CCCn2nncc2CO[C@@H]1CN(C)Cc1ccccc1C(=O)O	11[25 µM]
CN1C(=O)c2cc(NC(=O)c3ccc(F)cc3)ccc2OC[C@@H]2O[C@@H](CC(=O)NCC3CCCCC3)CC[C@@H]21	-2
O=C(C[C@H]1C=C[C@H](NC(=O)Nc2ccccc2F)[C@@H](CO)O1)NCc1ccc(-c2ccccc2)cc1	0[25 µM]
CC1CCC(NC(=O)CCNC(=O)c2ccc(Br)cc2)CC1 (stereo not drawn)	-54
O=C(OCC(=O)N1CCOCC1)c1ccc(Cl)c(S(=O)(=O)N2CCc3ccccc32)c1	15
CCC(=O)Nc1ccc2c(c1)C(=O)N(C)C[C@@H](OC)[C@@H](C)CN(C(=O)Cc1cccnc1)[C@@H](C)CO2	-2[25 µM]
CC(Oc1cccc(Cl)c1)C(=O)Nc1cc(S(=O)(=O)N2CCOCC2)ccc1N1CCCC1 (stereo not drawn)	7
COc1ccc(NC(=O)N[C@H]2CC[C@H](CCn3cc(-c4ccc(F)cc4)nn3)O[C@@H]2CO)cc1	2
CCNc1nc(NCC)n2c(SCC(=O)Nc3cc(Cl)ccc3OC)nnc2n1	-1
CC1CCN(CC(=O)Nc2ccccc2C(=O)NC2CC2)CC1	5
COc1ccc(C(=O)N[C@H](C(=O)Nc2nc3ccccc3[nH]2)C(C)C)cc1	-62
C[C@@H]1CCCCO[C@@H](CN(C)S(=O)(=O)c2cn(C)cn2)[C@@H](C)CN([C@@H](C)CO)C(=O)c2cc(NC(=O)Nc3cccc4ccccc34)ccc2O1	-28[25 µM]
O=C(O)CNS(=O)(=O)c1ccc(F)cc1	-7
O=C(CCc1c[nH]c2ccccc12)N1CCCCCCC1	13
Cc1ccc2nc(SCC(=O)N3CCN(c4ccccc4)CC3)nc(=O)n2c1	3

Additional structures
SMILES	BL2 CD40 inh
Cc1ccc(S(=O)(=O)NNC(=O)c2ccc3ccccc3n2)cc1	4
N#C[C@H]1[C@H](c2ccc(-c3ccccc3F)cc2)[C@@H](CO)N1C(=O)Cc1ccccc1	5
Cc1cnc(NC(=O)CCN2C(=O)C3CCCCC3C2=O)s1 (stereo not drawn)	7
COCCNC(=O)C[C@H]1CC[C@@H]2[C@H](COc3ccc(NC(=O)Nc4cccc(F)c4)cc3C(=O)N2C)O1	-2[25 µM]
O=C(Cn1cnc2c(cnn2-c2ccc(Cl)cc2)c1=O)NCC1CCCO1 (stereo not drawn)	9
Cc1ccc2c(c1)c1nc3ccccc3nc1n2CCN1CCOCC1	-140
O=C(O)CCc1ccc(NCc2cccc(Oc3ccccc3)c2)cc1	-23[25 µM]
CSc1nc(C)c2c(c1C#N)CCCC2	4
O=C(C[C@@H]1C[C@@H]2c3cc(NC(=O)C4CCC4)ccc3O[C@@H]2[C@@H](CO)O1)NCc1ccccn1	-2[25 µM]
CN(C(=O)CSc1nnc(Nc2ccccc2F)s1)C1CCS(=O)(=O)C1 (stereo not drawn)	-15
C/C(=N\NC(=O)c1ccc2ccccc2c1)c1cccnc1	-56
O=C(NC1CCCC1)[C@H]1[C@H](CO)[C@H]2Cn3c(ccc(-c4ccc(F)cc4)c3=O)[C@@H]1N2Cc1cocn1	2
CCS(=O)(=O)N1CCC(N2CCC(C)CC2)CC1	-1
Cc1ccc2c(Cl)cc(Cl)c(OCC(=O)N(C(C)C)C(C)C)c2n1	5
Cc1ccc(C(=O)N2CC(C)CC(C)C2)cc1NC1=NC2CS(=O)(=O)CC2S1 (stereo not drawn)	8
O=C(NCCCn1ccnc1)c1ccc(N2CCCCC2)c([N+](=O)[O-])c1	18
O=C(C1CC1)N1CCN=C1SCc1ccc(F)cc1	8
Cc1nnc(NC(=O)Cn2c(=O)sc3ccccc32)s1	6
COc1ccc(OCC(=O)Nc2cccc3ncccc23)cc1	-7
Cc1cc(C)c2nc(N3CCC(C(=O)NCCCN4CCCCC4)CC3)sc2c1	5
c1ccc(CSc2nnc3ccc(-c4ccco4)nn23)nc1	6
Cc1ccc(NC(=O)CN(C)C(C)C(=O)Nc2ccc(S(=O)(=O)N3CCCC3)cc2)cc1 (stereo not drawn)	-13
N#C[C@@H]1[C@H](c2ccccc2C2=CCCC2)[C@@H](CO)N1C(=O)NC1CCCCC1	5[25 µM]
c1ccc(-c2nnc3n2CCCC3)cc1	22
O=[N+]([O-])c1ccc(S(=O)(=O)Nc2cccc(-c3ccc(N4CCCC4)nn3)c2)cc1	-27
Cc1cccc(NC(=O)CNC(=O)CN2C(=O)NC3(CCCCC3C)C2=O)c1C (stereo not drawn)	-5
c1ccc2c(c1)oc1c(NCCCn3ccnc3)ncnc12	-2
OC[C@H]1[C@@H](c2ccc(-c3ccccc3F)cc2)[C@@H]2CN(Cc3cccnc3)CCCCN12	-24[25 µM]
Nc1ncnc2c1ncn2C1CCCC1	8
O=C(Nc1cccc(S(=O)(=O)NC2=NCCC2)c1)C1CCC1	9

Some of the entries so far, with the structure last:
BL2 CD40 inh	Structure
-56	C/C(=N\NC(=O)c1ccc2ccccc2c1)c1cccnc1
2	O=C(NC1CCCC1)[C@H]1[C@H](CO)[C@H]2Cn3c(ccc(-c4ccc(F)cc4)c3=O)[C@@H]1N2Cc1cocn1
-1	CCS(=O)(=O)N1CCC(N2CCC(C)CC2)CC1
5	Cc1ccc2c(Cl)cc(Cl)c(OCC(=O)N(C(C)C)C(C)C)c2n1
8	Cc1ccc(C(=O)N2CC(C)CC(C)C2)cc1NC1=NC2CS(=O)(=O)CC2S1 (stereo not drawn)
18	O=C(NCCCn1ccnc1)c1ccc(N2CCCCC2)c([N+](=O)[O-])c1
8	O=C(C1CC1)N1CCN=C1SCc1ccc(F)cc1
6	Cc1nnc(NC(=O)Cn2c(=O)sc3ccccc32)s1
-7	COc1ccc(OCC(=O)Nc2cccc3ncccc23)cc1
5	Cc1cc(C)c2nc(N3CCC(C(=O)NCCCN4CCCCC4)CC3)sc2c1
6	c1ccc(CSc2nnc3ccc(-c4ccco4)nn23)nc1
-13	Cc1ccc(NC(=O)CN(C)C(C)C(=O)Nc2ccc(S(=O)(=O)N3CCCC3)cc2)cc1 (stereo not drawn)
5[25 µM]	N#C[C@@H]1[C@H](c2ccccc2C2=CCCC2)[C@@H](CO)N1C(=O)NC1CCCCC1
22	c1ccc(-c2nnc3n2CCCC3)cc1
-27	O=[N+]([O-])c1ccc(S(=O)(=O)Nc2cccc(-c3ccc(N4CCCC4)nn3)c2)cc1
-5	Cc1cccc(NC(=O)CNC(=O)CN2C(=O)NC3(CCCCC3C)C2=O)c1C (stereo not drawn)
-2	c1ccc2c(c1)oc1c(NCCCn3ccnc3)ncnc12
-24[25 µM]	OC[C@H]1[C@@H](c2ccc(-c3ccccc3F)cc2)[C@@H]2CN(Cc3cccnc3)CCCCN12
8	Nc1ncnc2c1ncn2C1CCCC1
9	O=C(Nc1cccc(S(=O)(=O)NC2=NCCC2)c1)C1CCC1

Additional results:
SMILES	BL2 CD40 inh
O=S(=O)(/C=C/c1ccccc1)Nc1ccc2c(c1)OCO2	3
CCN(CC)C(=O)N1CCN(C(=O)N(CC)CC)CC1	13
O=C(NCCC(=O)N1CCCCCCC1)c1ccc(Cl)cc1	-7
CCN(Cc1ccc2c(c1)OCCO2)C(=O)CN1C(=O)NC2(CCc3ccccc32)C1=O (stereo not drawn)	6
CC(=O)NC[C@H]1[C@@H](c2ccc(-c3cccnc3)cc2)[C@@H](CO)N1C(=O)CC1CC1	-1[25 µM]
C[C@@H]1CN([C@H](C)CO)C(=O)CCCn2cc(nn2)CO[C@@H]1CN(C)C(=O)Oc1ccccc1	-6
COc1ccc(C(=O)Nc2nc(-c3ccccn3)cs2)cc1S(=O)(=O)N1CCOCC1	1
O=C(NCc1cccc(Cl)c1)c1ccc(-n2ccnc2)c2ccoc12	-23
O=C(Nc1ccc(Cc2ccc(NC(=O)C3CC3)cc2)cc1)C1CC1	5
CCOc1ccc(C(=O)CCC(=O)Nc2ccncc2)cc1	19
c1ccc2c(Cn3nnc4ccccc43)cccc2c1	3
CCOc1cc(/C=N/NC(=O)c2nnn(-c3nonc3N)c2C)ccc1OCc1ccc(C)cc1	8
Cc1ccc(S(=O)(=O)N(C)C)cc1NC(=O)CSc1nncs1	-23
Cc1cc(C(=O)OCC(=O)N2CC(C)OC(C)C2)ccc1[N+](=O)[O-] (stereo not drawn)	15
CC(=O)Nc1ccc(C(=O)OCC(=O)NCCC2=CCCCC2)cc1	4
Cc1ccc(C(=O)NCC(=O)N/N=C/c2cccs2)cc1[N+](=O)[O-]	2
COc1ccc(C(=O)NCCc2cnc[nH]2)cc1OC	3
O=C(CN1C(=O)CCC1=O)Nc1ccc(Cc2ccc(NC(=O)CN3C(=O)CCC3=O)cc2)cc1	10
Cn1c(SCc2ccccn2)nnc1-c1cnccn1	-34
O=C(CCNS(=O)(=O)c1ccc(Cl)cc1)NCc1cccnc1	5
NC(=O)CSc1nnc(NC(=O)c2ccc(S(=O)(=O)N3CCCCC3)cc2)s1	5
O=C(Cc1ccc2c(c1)OCCO2)N1CCN(S(=O)(=O)c2cccs2)CC1	-1
CC=Cc1ccc2n(c1=O)C[C@H]1[C@H](CO)[C@@H](C(=O)NCC3CC3)N(Cc3ccccc3)[C@@H]21 (mixture of isomers)	-4[25 µM]
COc1ccccc1-c1ccc2n(c1=O)C[C@@H]1[C@@H](CO)[C@H](C(=O)NCc3ccccc3Cl)N[C@H]21	-2[25 µM]
CCCCNC(=O)Cn1cnc([N+](=O)[O-])n1	3
